Mcl-1 Bim block = inhibitors of Bim peptide binding to Mcl-1, primary screen, biochemical, bead-based flow cytometry, multiplex. Induced myeloid leukemia cell differentiation protein Mcl-1 (Homo sapiens), Q07820. Bim peptide-Mcl-1 binding. inhibition, % at 10 µM. 190,000 tested, 0.1% active;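 further: 0% = no compound tracer wells and 100% = peptide blocker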
Target sequence (Q07820 whole entry, looked up): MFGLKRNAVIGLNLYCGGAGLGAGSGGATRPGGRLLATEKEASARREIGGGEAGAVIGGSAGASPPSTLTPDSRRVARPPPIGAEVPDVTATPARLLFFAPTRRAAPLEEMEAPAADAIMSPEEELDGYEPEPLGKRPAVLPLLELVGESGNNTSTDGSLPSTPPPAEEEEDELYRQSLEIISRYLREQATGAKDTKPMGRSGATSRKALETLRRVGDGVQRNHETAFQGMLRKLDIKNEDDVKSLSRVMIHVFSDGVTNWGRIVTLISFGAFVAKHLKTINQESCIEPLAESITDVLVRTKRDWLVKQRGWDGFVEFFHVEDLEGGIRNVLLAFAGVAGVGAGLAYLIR
Bcl-2 Bim block = inhibitors of Bim-Bcl-2 binding, primary screen, biochemical, multiplexed, human Bcl-2 family; Apoptosis regulator Bcl-2 (Homo sapiens), P10415; Bead-based flow cytometry, Bim peptide-Bcl-2 binding; inhibition, % at 10 µM; 190,000 tested, 0.06% active; in the data active means inhibition above about 40%; inconclusive means no clear call, values can overlap the other calls;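 further: 0% = no compound wells with probe peptide and 100% = reference peptide inhibitor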
Target sequence (P10415 whole entry, looked up): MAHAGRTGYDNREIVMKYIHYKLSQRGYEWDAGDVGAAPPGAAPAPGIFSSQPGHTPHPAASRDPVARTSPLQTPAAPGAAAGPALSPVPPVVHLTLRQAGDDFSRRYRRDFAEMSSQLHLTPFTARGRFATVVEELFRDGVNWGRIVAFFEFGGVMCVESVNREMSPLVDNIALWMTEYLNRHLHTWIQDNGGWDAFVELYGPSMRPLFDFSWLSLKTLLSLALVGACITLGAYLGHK
Mcl1-Noxa inh = Mcl-1/Noxa binding inhibitors, primary screen, biochemical, TR-FRET, 1536-well. Induced myeloid leukemia cell differentiation protein Mcl-1 (Homo sapiens), Q07820. TR-FRET Mcl-1/Noxa peptide binding, 2 h. inhibition, % at 21.7 µM. 220,000 tested, 1.5% active. AID 1022, 2008;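 active means compounds that cut the protein-peptide binding signal by more than 50% relative to plate controls in a single-dose test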;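 further: His-tagged Mcl-1 with rhodamine Noxa BH3 peptide and terbium anti-His antibody; 0% = Mcl-1 plus Noxa peptide wells and 100% = peptide-only wells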
RGS7-Gao reg = RGS7-Galphao binding modulators, primary screen, biochemical, multiplexed bead flow cytometry; 220,000 tested, 0.35% active; Guanine nucleotide-binding protein G(o) subunit alpha (Homo sapiens), P09471; binding response (% of control), % at 10 µM; AID 1439, 2008; actives lie on both sides; in the data active means binding response below about 49% or above about 150%; inconclusive means no clear call, values can overlap the other calls; inactive means in between;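 further: fluorescent Galphao held in activated GDP-AlF4 state binding bead-coupled RGS7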
RGS8-Gao = RGS8-Galphao binding modulators, primary screen, biochemical, multiplexed bead flow cytometry; 220,000 tested, 0.34% active; response (percent of control binding), % at 10 µM; actives lie on both sides; AID 1423, 2008; in the data active means response below about 60% or above about 140%; inactive means in between;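 further: Galphao activated as the GDP aluminium fluoride complex binding bead-coupled RGS8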
Mcl1-Bid inh = Mcl-1/Bid binding inhibitors, primary screen, biochemical, TR-FRET, 1536-well; AID 1021, 2008; inhibition, % at 21.7 µM; 220,000 tested, 0.97% active; TR-FRET Mcl-1/Bid-Dy647 peptide binding;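 active means compounds that cut the binding signal by more than half at the single screening dose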;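 further: His-tagged Mcl-1 with europium anti-His antibody binding Bid BH3 peptide; 0% = Mcl-1 plus peptide wells and 100% = peptide-only wells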
Bfl-1 Bim block = inhibitors of Bim binding to Bfl-1, primary screen, biochemical, multiplexed, bead-based flow cytometry; 190,000 tested, 0.12% active; Bim-Bfl-1 binding inhibition; inhibition, % at 10 µM; AID 1008, 2008;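 further: 0% = wells without compound plus tracer and 100% = blocker peptide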
Bim-Bcl-XL = inhibitors of Bim-Bcl-XL binding, primary screen, biochemical, multiplexed, bead flow cytometry, human Bcl-XL; Bcl-2-like protein 1 (Homo sapiens), Q07817; Bim peptide-Bcl-XL binding, fluorescence; inhibition, % at 10 µM; 190,000 tested, 0.04% active
RGS4-Gao reg = modulators of RGS4 binding to Galphao, primary screen, biochemical, multiplexed bead flow cytometry; Guanine nucleotide-binding protein G(o) subunit alpha (Homo sapiens), P09471; actives lie on both sides; binding response (% of control), % at 10 µM; 220,000 tested, 0.33% active; AID 1415, 2008; in the data active means binding response below about 49% or above about 150%; inactive means in between;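 further: fluorescent Galphao activated with aluminum fluoride binding bead-coupled RGS4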
Bim-Bcl-B = inhibitors of Bim-Bcl-B binding, primary screen, biochemical, multiplexed, human Bcl-2 family. Bcl-2-like protein 10 (Homo sapiens), Q9HD36. bead-based flow cytometry, Bim peptide-Bcl-B binding. inhibition, % at 10 µM. 190,000 tested, 0.073% active. AID 951, 2007;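 further: 0% = tracer peptide without compound and 100% = reference inhibitor peptide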
Target sequence (Q9HD36 whole entry, looked up): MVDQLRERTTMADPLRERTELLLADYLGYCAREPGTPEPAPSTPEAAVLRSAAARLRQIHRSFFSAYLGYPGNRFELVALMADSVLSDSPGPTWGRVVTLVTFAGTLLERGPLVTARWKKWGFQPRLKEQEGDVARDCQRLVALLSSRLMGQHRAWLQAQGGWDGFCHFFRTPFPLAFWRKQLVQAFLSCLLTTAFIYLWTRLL
Bim-Bcl-W = inhibitors of Bim binding to Bcl-W, primary screen, biochemical, multiplexed, bead-based flow cytometry. AID 952, 2007. Bim peptide-Bcl-W binding. inhibition, % at 10 µM. 190,000 tested, 0.02% active;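 further: 0% = bound tracer without compound and 100% = peptide blocker; higher means less fluorescent Bim peptide bound to Bcl-W beads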
Target sequence (Q92843 whole entry, looked up): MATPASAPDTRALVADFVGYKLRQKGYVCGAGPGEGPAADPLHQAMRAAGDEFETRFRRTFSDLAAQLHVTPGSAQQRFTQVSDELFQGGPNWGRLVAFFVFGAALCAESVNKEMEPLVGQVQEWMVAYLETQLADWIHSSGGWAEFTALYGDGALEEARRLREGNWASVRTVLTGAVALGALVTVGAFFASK
* marks the source's active call; other numbers are inactive results; ? = inconclusive; . = no result given. Unless noted, no stated cut-off is given here; in the data, active means inhibition above about 40%. Hits appear at their usual frequency; 2.7% or so of the library scored in one or more.

SMILES	Mcl-1 Bim block	Bcl-2 Bim block	Mcl1-Noxa inh	RGS7-Gao reg	RGS8-Gao	Mcl1-Bid inh	Bfl-1 Bim block	Bim-Bcl-XL	RGS4-Gao reg	Bim-Bcl-B	Bim-Bcl-W
Cc1ccc(C(=O)Nc2cccnc2)cc1NC(=O)c1ccco1	-1	-7	4	107	106	3	-6	-14	102	-5	-3
CC(CCc1ccccc1)NC(=O)CSc1nnnn1C (centres undefined)	2	2	-3	101	103	-1	0	2	104	-1	2
CCCn1c2ccccc2c2nnc(SCC(=O)OC)nc21	1	-7	19	103	103	6	-7	-1	106	-5	2
CCOc1ccc(S(=O)(=O)NCCSc2ccccc2)cc1	3	-2	18	88	99	3	-7	8	87	-6	2
Cc1c(S(=O)(=O)NCc2ccccc2)c(=O)n(C)c(=O)n1C	.	.	18	?	100	-4	.	.	103	.	.
Cc1cccc(Cn2c(N3CCN(c4ccccc4)CC3)nc3c2c(=O)n(C)c(=O)n3C)c1	-4	-1	13	100	101	-4	0	-3	100	-1	-2
COc1cc(NC(=O)NCCN2CCN(c3ccc(Cl)cc3)CC2)ccc1C	0	-9	38	91	99	-46	-11	-7	99	-7	-1
CCOC(=O)N1CCN(S(=O)(=O)c2ccc(C(=O)Nc3nc4ccccc4s3)cc2)CC1	0	-3	-49	94	99	10	-3	0	99	0	-1
COc1ccc(C(=O)C2CCCN(C(=O)/C=C/c3ccccn3)C2)c(C)c1 (centres undefined)	0	0	1	97	100	-3	-5	1	103	0	-1
O=C(NCCCN1CCCC1=O)c1ccccc1NS(=O)(=O)c1ccc(F)cc1	-4	-12	28	89	87	16	-13	0	88	-12	-2
Cc1cc([N+](=O)[O-])cc2c1NCC1CC=CC21 (centres undefined)	12	5	8	106	102	-26	2	6	103	6	2
CCOc1ccc2c(c1)OC(c1ccccc1)(C(F)(F)F)NC2=O (centres undefined)	-4	-23	3	98	98	-8	-13	-10	96	-16	-5
Cc1ccc(CC(CC(=O)O)C(=O)NC2CCCCC2)cc1 (centres undefined)	-1	-10	5	102	98	-5	-11	-7	100	-6	-1
CCOC(=O)c1ccc(Oc2nc(SC)nc(N(C)C)n2)cc1	0	-8	20	106	100	-4	-8	-5	100	-3	-1
COc1cc(Cl)cc(C(=O)O)c1OCC(=O)O	-1	-6	8	103	108	-2	-4	-4	103	-4	-3
CCn1c(SCc2c(F)cccc2Cl)nnc1-c1ccco1	-3	-10	.	97	97	5	-12	-7	95	-8	-2
N#CC(=C1CCCC1)c1nc(-c2cc3ccccc3oc2=O)cs1	-1	-4	0	102	100	-1	-13	-3	100	-6	3
O=C(CSc1nn(-c2ccc(F)cc2)c(=S)s1)NC1CCS(=O)(=O)C1 (centres undefined)	0	-2	7	97	99	-3	0	0	98	-1	3
CC1(C)C(=O)OC(C(=O)c2ccccc2)C2(CCCCC2)C1=O (centres undefined)	-4	0	1	94	101	0	-1	-4	101	-6	-3
O=C(c1ccc2c(c1)OCO2)N1CCN(c2ccccc2F)CC1	-3	-12	5	99	104	-29	-12	-4	105	-6	-2
O=S(=O)(NCCNS(=O)(=O)c1ccccc1)c1ccccc1	0	-2	4	97	99	2	0	-2	96	0	2
CC1CN(Cc2cc(=O)[nH]c(C(C)C)n2)CC(C)O1 (centres undefined)	-6	-7	11	97	105	2	-5	-4	105	-7	-1
O=C(O)CCC(=O)N1CCC(C(=O)c2cccc(Cl)c2)CC1	1	0	-13	103	99	-10	0	-2	100	0	0
CCc1nnc(NS(=O)(=O)c2ccc(NC(=O)OC)cc2)s1	.	.	19	104	101	4	.	.	102	.	.
COc1ccc(CN(Cc2cc3cc(C)ccc3[nH]c2=O)C(=O)N(C)C)cc1	-1	0	10	104	100	-1	0	0	103	0	0
C=CCn1cc(C(=O)c2cc(Br)ccc2O)cc(C#N)c1=O	.	.	-7	?	106	-40	.	.	106	.	.
Cc1ccc(C)c(OCc2nnc(NC(=O)c3ccco3)s2)c1	-2	-7	4	98	99	-15	-9	-5	100	-8	-2
CC(C)(C)N1C(=O)c2ccccc2NC(=O)N1Cc1ccc(Br)cc1	-3	-9	0	95	100	-47	-21	-8	99	-9	-2
Cc1cccc(C)c1Nc1nnc(SCC(=O)c2ccc3c(c2)NC(=O)CO3)s1	-7	-4	0	105	100	-36	-1	-9	102	-8	-7
CCOC(=O)c1c(C)[nH]c(C)c1C(=O)COC(=O)CCOc1ccccc1OC	2	-11	8	99	98	-32	-8	-1	100	-6	0
COc1ccccc1N(C1=NCCCS1)S(=O)(=O)c1ccc(C(C)(C)C)cc1	-1	-4	1	104	101	-29	-4	-5	105	-6	0
COCc1cc(N2CCOCC2)nc(-c2ccccc2)n1	-1	-4	-14	106	110	-5	-5	-3	107	-7	-2
Cc1cc(Nc2ccccc2O)c2ccccc2n1	0	0	20	102	107	-28	-8	0	103	-7	0
C/C=C(\C)C(=O)N1CC2(CC(c3cccc(NC(=O)CC(c4ccccc4)c4ccccc4)c3)=NO2)C[C@H]1C(N)=O (some centres undefined)	.	.	12	?	103	-21	.	.	108	.	.
Cc1cc(C)cc(N(C(=O)c2ccccn2)C(C(=O)NC2CCCCC2)c2cccs2)c1 (centres undefined)	1	-3	-2	102	102	11	-2	0	101	-1	0
Cc1cc(N/N=C/c2ccccc2)nc(N2CCOCC2)n1	.	.	-23	?	104	-13	.	.	108	.	.
Cc1csc(N2CCCC2=O)n1	-2	-3	-11	98	100	-15	-7	-1	98	-3	-4
CC(SCC(=O)NC(C)C1CC2CCC1C2)C(=O)O (centres undefined)	-1	-1	6	108	107	-1	-1	-3	108	-2	-1
CC(=O)Nc1ccc(NS(=O)(=O)c2ccc(C)cc2)cc1[N+](=O)[O-]	.	.	3	?	104	10	.	.	104	.	.
COc1ccc(C2=NO[C@@H]3C(=O)N(c4c(C)cccc4C)C(=O)[C@H]23)cc1OC	-2	1	-17	102	99	-21	0	0	100	-1	-2
Cc1ccc2[nH]c(O)c(N=NC(=O)C3CC3c3ccccc3)c2c1Br (centres undefined)	22	10	6	96	93	6	22	31	96	18	21
CCn1c(/C(C#N)=N/O)nc2ccccc21	-1	0	2	104	103	0	0	-3	103	0	-2
FC(F)(F)c1ccccc1Nc1nccs1	0	1	-9	103	102	-121	4	0	97	-10	0
C/C(=N\N=C(/N)SC1CC(=O)N(c2cccc(Cl)c2)C1=O)c1cccs1 (centres undefined)	0	-5	-6	98	101	-32	-5	1	101	-5	8
CCCC1C2CN(C(C)C)CC=C2C(C#N)=C(N)C1(C#N)C#N (centres undefined)	-1	0	12	106	100	-23	-1	0	99	0	-3
Cc1nn(-c2cccc3cccnc23)c(=O)c2ccccc12	0	-4	9	97	99	0	-7	-2	95	-4	2
CC(C)(C)c1cnnn1-c1cccc([N+](=O)[O-])c1	0	-4	0	104	106	-21	-4	-1	104	-2	0
COc1cc(/C=N/NC(=O)c2cccnc2)ccc1OCC(=O)N1CCOCC1	-1	-4	25	102	102	-5	-9	-3	104	-7	-1
CCCC1/C(=N/O)CC(c2ccccc2)NC1c1ccccc1 (centres undefined)	0	0	2	103	89	-10	1	0	80	-1	0
COc1ccc(NCC(O)Cn2cnc3c2c(=O)n(C)c(=O)n3C)cc1 (centres undefined)	-6	-2	14	101	102	-62	6	-6	102	-7	1

Other results follow.
SMILES	Mcl-1 Bim block	Bcl-2 Bim block	Mcl1-Noxa inh	RGS7-Gao reg	RGS8-Gao	Mcl1-Bid inh	Bfl-1 Bim block	Bim-Bcl-XL	RGS4-Gao reg	Bim-Bcl-B	Bim-Bcl-W
O=C(Nc1nc2ccccc2s1)c1cc(-c2ccco2)nc2ccccc12	-3	-6	59*	96	98	63*	-10	-8	99	-6	-1
CC(C)CCNC(=O)COc1ccc(C(=O)c2ccccc2)cc1	-2	1	25	102	106	3	-6	-4	103	-3	-2
O=C(O)c1cccc(NC2=C(Cl)C(=O)c3ccccc3C2=O)c1	6	11	87*	94	93	17	60*	-5	94	-48	18
COCCNC(=O)C1=NOC(Cn2cc(C#N)c(=O)n(C)c2=O)C1 (centres undefined)	3	0	-8	?	100	-10	-5	0	104	0	2
COc1ccc(/C=N/NC(=O)c2ccoc2C)cc1O	0	1	20	104	101	-51	2	-2	102	-1	-1
N#Cc1cccc(NC(=O)Nc2cccs2)c1	-5	-5	26	100	99	-16	-13	-10	101	-16	0
Cc1c(O)ccc(C(=O)COc2ccccc2F)c1O	-2	-8	3	101	98	-12	-9	-7	95	-9	0
CCc1cccc(CC)c1NC(=O)C[n+]1cccc(C(N)=O)c1	0	-1	22	?	100	7	-1	1	98	0	2
C/C(=N\Nc1ccc2nncn2n1)c1ccccn1	.	.	-113	?	101	-50	.	.	103	.	.
CC(=O)Nc1ccc(S(=O)(=O)N2CCC(=O)Nc3ccccc32)cc1	-2	-4	4	105	104	-31	-6	-2	105	-5	0
COc1ccc(-c2nnn(CC(=O)N(Cc3ccccc3Cl)C(C(=O)NCC3CCCO3)c3ccco3)n2)cc1 (centres undefined)	-1	-13	9	102	100	-7	-9	-3	101	-11	1
CN(C(=O)Cc1c(C(=O)O)n(C)c2ccccc12)c1ccc(F)cc1	0	-4	8	97	100	-48	-4	0	101	-4	-1
CCCNc1nc(C)nc2c1cnn2CCc1ccccc1	-5	-5	33	107	103	35	-10	-9	106	-7	-6
COc1ccc(/C=C/C(=O)NCC(=O)N/N=C/c2cc(Br)ccc2OCc2ccccc2)cc1	-2	-6	14	105	103	21	-7	-2	104	-2	1
COc1ccc(C(=O)Nc2ccccc2-c2nnn(CC(=O)NCc3ccco3)n2)cc1	2	-2	14	94	100	18	-3	-2	96	1	3
COc1cccc(CN(C(=O)c2ccco2)C(C(=O)NC2CCCC2)c2cccnc2)c1 (centres undefined)	0	-10	7	102	103	-19	-13	-7	104	-15	-2
CCOc1cc(/C=C(/C#N)C(=O)Nc2ccc(O)cc2)cc(Br)c1O	-1	-1	36	97	96	2	-16	-5	98	-6	4

Screening results: PubChem BioAssay, several laboratories
